# GLD-1 RNA inh: GLD-1/TGE RNA complex disruptors, primary screen, biochemical, fluorescence polarization; inhibition, % at 5.96 µM; 320,000 tested, 0.44% active; AID 2280, 2010; Female germline-specific tumor suppressor gld-1 (Caenorhabditis elegans), Q17339; purified GLD-1 + fluorescein TGE RNA;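 active = percent inhibition above a per-plate cutoff, the plate mean of test compounds plus 3 SD, cut at about 30% in these data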;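 note: 0% = DMSO wells with GLD-1 and probe and 100% = wells lacking GLD-1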
# Target sequence (Q17339 whole entry, looked up): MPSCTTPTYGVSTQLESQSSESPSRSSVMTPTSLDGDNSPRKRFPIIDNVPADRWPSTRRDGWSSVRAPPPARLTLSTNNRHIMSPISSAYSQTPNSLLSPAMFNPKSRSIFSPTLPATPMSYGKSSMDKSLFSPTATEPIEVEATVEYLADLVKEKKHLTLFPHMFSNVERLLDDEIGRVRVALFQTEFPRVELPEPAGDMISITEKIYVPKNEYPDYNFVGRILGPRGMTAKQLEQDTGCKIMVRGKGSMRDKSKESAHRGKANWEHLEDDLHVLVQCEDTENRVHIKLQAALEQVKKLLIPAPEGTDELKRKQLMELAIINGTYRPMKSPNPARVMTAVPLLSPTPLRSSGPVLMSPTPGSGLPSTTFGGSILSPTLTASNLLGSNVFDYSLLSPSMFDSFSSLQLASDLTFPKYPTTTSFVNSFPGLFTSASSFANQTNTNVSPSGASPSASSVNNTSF
# Bcl-xL primary: inhibitors of human Bcl-xL, primary screen, biochemical, fluorescence polarization, HTS; inhibition, % at 10.9 µM; AID 2129, 2009; GST-Bcl-xL / FITC-Bim BH3 peptide fluorescence polarization; 320,000 tested, 0.7% active;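 active = inhibition above the mean of all tested compounds plus 3 SD, cutoff set per campaign, cut at about 30% in these data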;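 note: 0% = DMSO wells and 100% = unlabeled Bim-BH3 peptide competitor; inhibitors lower millipolarization by displacing the labeled peptide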
# PME-1 primary: PME-1 inhibitors via competitive probe labeling, primary screen, biochemical, fluorescence polarization, FP-Rh probe, HTS. inhibition, % at 5.9 µM. recombinant PME-1. Protein phosphatase methylesterase 1 (Homo sapiens), Q9Y570. 320,000 tested, 0.53% active. AID 2130, 2009;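 active = inhibition above the campaign mean of all compounds plus 3 SD, cut at about 26% in these data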;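 note: competitive labeling of PME-1 active site by serine hydrolase directed probe; 0% = PME-1 with DMSO and 100% = wells lacking PME-1 enzyme; inhibitors block probe labeling so polarization falls and inhibition rises; many of its hits are not listed in these tables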
# PAD4 FP inh: human PAD4 inhibitors, primary screen, biochemical, fluorescence polarization, 1536-well format. Protein-arginine deiminase type-4 (Homo sapiens), Q9UM07. recombinant PAD4, RCA probe fluorescence polarization. inhibition, % at 6.36 µM. 330,000 tested, 0.41% active;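 active = percent inhibition above a cutoff equal to the mean of all tested compounds plus 3 SD, cut at about 15% in these data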;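 note: 0% = PAD4 with RCA probe and DMSO and 100% = probe without PAD4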
# GSTO1 counter: inhibitors of recombinant GSTO1, primary screen, counter-screen for RBBP9 inhibitor project, biochemical, fluorescence polarization. Glutathione S-transferase omega-1 (Homo sapiens), P78417. inhibition, % at 5.96 µM. activity-based probe fluorescence polarization. 300,000 tested, 1.1% active. AID 1974, 2009;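 active = inhibition above the campaign mean inhibition plus 3 SD, cut at about 35% in these data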;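 note: 0% = GSTO1-1 with DMSO and 100% = wells lacking GSTO1-1 enzyme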
# Target sequence (P78417 whole entry, looked up): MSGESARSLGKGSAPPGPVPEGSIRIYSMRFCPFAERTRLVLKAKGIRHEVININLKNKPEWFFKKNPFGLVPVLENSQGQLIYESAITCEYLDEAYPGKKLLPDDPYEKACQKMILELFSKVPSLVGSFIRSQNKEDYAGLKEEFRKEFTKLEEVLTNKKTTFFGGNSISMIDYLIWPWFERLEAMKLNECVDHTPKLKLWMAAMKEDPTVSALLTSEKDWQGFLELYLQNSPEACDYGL
# MCL1 BIM primary: inhibitors of MCL1 binding to BIM-BH3, primary screen, biochemical, fluorescence polarization | GST-MCL1 / FITC-Bim-BH3 fluorescence polarization | Induced myeloid leukemia cell differentiation protein Mcl-1 (Homo sapiens), Q07820 | 320,000 tested, 0.68% active | AID 2057, 2009 | inhibition, % at 10.9 µM;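 active = inhibition above the mean inhibition of all tested compounds plus 3 SD, set per campaign, cut at about 40% in these data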;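 note: 0% = DMSO wells and 100% = unlabeled Bim-BH3 peptide control; higher means more loss of mP so more displacement of Bim peptide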
# Target sequence (Q07820 whole entry, looked up): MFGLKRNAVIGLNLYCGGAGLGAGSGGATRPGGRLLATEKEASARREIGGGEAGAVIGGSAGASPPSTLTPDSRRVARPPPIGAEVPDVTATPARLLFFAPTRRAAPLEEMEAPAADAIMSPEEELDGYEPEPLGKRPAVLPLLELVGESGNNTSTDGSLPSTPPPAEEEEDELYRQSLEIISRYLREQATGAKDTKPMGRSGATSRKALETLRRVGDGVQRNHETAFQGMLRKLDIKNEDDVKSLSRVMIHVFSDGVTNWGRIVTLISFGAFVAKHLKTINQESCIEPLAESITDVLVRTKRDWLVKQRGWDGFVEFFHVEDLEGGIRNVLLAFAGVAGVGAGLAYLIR
# TPT1 inh: Candida albicans TPT1 enzyme inhibitors, primary screen, biochemical, fluorescence polarization | inhibition, % at 5 µM | tRNA 2'-phosphotransferase TPT1 (Candida albicans SC5314) | recombinant caTPT1, FP RNA substrate dephosphorylation | 300,000 tested, 0.81% active;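 active = inhibition above the mean of all tested compounds plus 3 SD, set per screening campaign, cut at about 24% in these data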;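 note: plate controls were DMSO alone for no effect and ferristatin control at 100 nM for full effect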
# Fam108B counter: mouse Fam108B serine hydrolase inhibitors, primary screen, counter-screen for RBBP9 inhibitor project, biochemical, fluorescence polarization. recombinant Fam108B, FP-Rh probe fluorescence polarization. inhibition, % at 9.51 µM. 300,000 tested, 0.33% active. AID 1947, 2009;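 active = inhibition above the screen mean inhibition plus 3 SD, computed separately per campaign, cut at about 18% in these data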;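 note: inhibitors lower polarization as less probe binds the enzyme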
# MEX-5 binding: MEX-5 zinc finger RNA-binding disruptors – biochemical, C. elegans, fluorescence polarization, MLPCN library, primary screen. MEX-5/FITC-TCR2 RNA binding; active compounds read low. activity score (negative = inhibition of binding), % at 10 µM. 300,000 tested, 0.38% active. AID 1832, 2009;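 active = inhibition past about -25% in most replicates, and total fluorescence under double the plate's negative control median, limit read from the data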;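 note: 0% = DMSO and -100% = 5 µM competing unlabeled TCR2 RNA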
# An asterisk follows results filed as active; . = no result given. An excerpt; rates above refer to the full screens.
SMILES,GLD-1 RNA inh,Bcl-xL primary,PME-1 primary,PAD4 FP inh,GSTO1 counter,MCL1 BIM primary,TPT1 inh,Fam108B counter,MEX-5 binding
CC1=NN(c2ccccc2)C(=O)/C1=C/c1c(O)[nH]c(=O)[nH]c1=O,-7,5,0,2,-2,-4,-1,1,2.3
CC(C)(C)n1cc(C(=O)c2ccc3ccccc3c2O)cn1,6,2,-4,0,13,3,0,-3,0.7
O=[N+]([O-])c1ccc(NCc2ccc(Cl)cc2)c2ccncc12,1,6,7,-16,3,1,-1,5,-0.1
COc1ccc(-n2c(O)c(C=NCCN3CCN(C(C)=O)CC3)c(=O)[nH]c2=S)cc1,-1,6,-3,4,0,6,4,1,2.3
CCC(C)n1c(O)c(C=Nc2cccc(C(F)(F)F)c2)c(=O)[nH]c1=S (stereo unspecified),-9,-9,-22,22*,-8,-9,6,-8,1.8
O=C(O)C1C(C(=O)O)C2(Cl)C(Cl)=C(Cl)C1(Cl)C2(Cl)Cl (stereo unspecified),1,11,-1,3,.,4,.,.,.
COC(=O)C1=C(c2cccc(C#N)c2)C[C@@H]2CC[C@H]1N2C(=O)N1CCC(C)CC1,-3,5,-2,-4,.,3,.,.,.
CCCCn1c(O)c(/C=N/NC(=O)c2ccncc2)c(=O)[nH]c1=O,-19,-6,-2,-4,-2,2,14,2,-19
COc1ccc(C(=O)C2CCCN(Cc3ccsc3)C2)cc1OC (stereo unspecified),-6,8,1,1,1,7,0,-1,-0.1
C=Cn1ccnc1P(=S)(c1cc(N(CC)CC)ns1)c1nccn1C=C,-3,5,0,-2,2,8,-3,-3,1.6
COC(=O)C1=C(c2cccc(OC)c2OC)C[C@@H]2CC[C@H]1N2C(=O)NCc1ccco1,1,3,-4,2,8,12,-2,1,1.7
CN(CCCCC(=O)/C=N/O)Cc1ccccc1 (tested in a mixture with another compound),4,2,7,1,2,-4,2,3,0.0

# Only GSTO1 counter and PAD4 FP inh (2 entries from above):
SMILES,GSTO1 counter,PAD4 FP inh
COc1ccc(C(=O)C2CCCN(Cc3ccsc3)C2)cc1OC (stereo unspecified),1,1
CN(CCCCC(=O)/C=N/O)Cc1ccccc1 (tested in a mixture with another compound),2,1

# Remaining list, next part
SMILES,GLD-1 RNA inh,Bcl-xL primary,PME-1 primary,PAD4 FP inh,GSTO1 counter,MCL1 BIM primary,TPT1 inh,Fam108B counter,MEX-5 binding
CCN(CC)CCN=Cc1c(O)n(C2CCCCCC2)c(=O)[nH]c1=O,-7,-5,1,0,-6,0,10,-4,-1.1
COc1ccc2[nH]c3c(c2c1)CCN[C@H]3C,-7,2,-2,-5,-3,-4,9,1,2.2
CCCCC1(CCCC)C(=O)NC(=Nc2cccc(C)c2)NC1=O,-2,2,-6,-13,3,3,-5,5,1.4
O=C1C2CCCN2C(c2cccnc2)N1c1ccc(Cl)cc1 (stereo unspecified),-1,7,-5,2,3,11,-2,-2,0.0
CCCCCCC(=O)N/N=C/c1c(O)n(CCc2ccccc2)c(=O)[nH]c1=O,-7,10,1,5,21,10,-2,3,.
COC(=O)C1=C(c2ccc(OC(F)(F)F)cc2)C[C@@H]2CC[C@H]1N2C(=O)NC1CCCCC1,2,6,-7,0,.,4,.,.,.
O=[N+]([O-])c1ccc(-[n+]2c(-c3ccccc3)cc(-c3ccccc3)cc2-c2ccccc2)cc1,-2,4,0,-1,-1,5,-4,-1,2.0
O=C(O)[C@@H]1C[C@H]1[C@@H](NP(=O)(c1ccccc1)c1ccccc1)c1ccccc1,-1,4,-2,1,7,-6,-2,-4,-0.8
CCOc1cc(C=C2C(=O)NC(=O)NC2=O)ccc1OCC(=O)N1CCOCC1,2,3,0,-3,11,5,-3,0,1.7
O=C1NCN(c2ccccc2)C12CCNCC2,1,-2,-1,-4,5,-6,1,-4,1.8
O=c1[nH]c(O)c(N=Nc2ccc([N+](=O)[O-])cc2)c(=O)[nH]1,4,4,8,3,5,8,-3,6,-1.0
CC(=NCCN1CCCCC1)c1c(O)n(Cc2ccccc2)c(=O)[nH]c1=O,-16,4,-5,0,0,4,16,0,-2.3
Cc1cc(C)cc(N2C(=O)NC(=O)/C(=C\c3cccn3-c3ccccc3)C2=O)c1,-1,-3,-5,-24,13,-12,2,0,-4.2
CC(=NCCN(C)C)c1c(O)n(Cc2ccccc2)c(=O)[nH]c1=O,-4,2,-2,1,7,3,-2,2,1.4
COc1cc(/C=C2\C(=O)NC(=O)N(c3ccc(C)cc3)C2=O)cc(OC)c1O,-8,7,3,-1,9,5,31*,0,22
O=Cc1cn(Cc2ccc(Br)cc2)c2ccccc12,3,5,4,-1,-7,-2,9,1,-4.6
CN(C)C(=O)Oc1ccc(Br)cc1C(=O)Nc1ccc(F)c(Cl)c1,13,4,2,0,-10,2,-4,-3,0.5
CCOc1cccc(CNCCc2c(C)[nH]c3ccc(OC(F)(F)F)cc23)c1O,0,-3,24,-5,9,-7,4,1,0.7
CCOc1ccccc1-n1c(O)c(C=Nc2c(C)n(C)n(-c3ccccc3)c2=O)c(=O)[nH]c1=O,5,3,8,-1,5,-6,1,1,-4.4
CCOc1cc2c(cc1OCC)-n1cccc1C(c1cc(OC)ccc1F)NC2 (stereo unspecified),-4,4,-4,3,3,-15,1,0,1.6
O=c1[nH]c(O)c(N=Nc2cc(C(F)(F)F)ccc2Cl)c(=O)[nH]1,3,5,8,-3,-10,10,1,6,-3.3
CCc1c(C(=O)NN2C(=O)C3C4CCC(O4)C3C2=O)csc1C (stereo unspecified),1,4,-5,-4,-6,0,2,1,1.0
CCOC(=O)c1cccc(-[n+]2c(-c3ccccc3)cc(-c3ccccc3)cc2-c2ccccc2)c1,5,2,9,0,1,8,1,2,0.3
C/C=C/CC#N,0,5,-1,1,.,-5,.,.,.
Cc1nc2ccc(Cl)cn2c1P(=S)(N1CCOCC1)N1CCOCC1,3,3,-1,4,-4,-1,-1,-5,-2.6
CCCC(C)C1(CC)C(=O)NC(=O)N=C1N (stereo unspecified),5,4,-4,-1,2,2,1,-1,-0.7
Cc1cccc(NC(=O)COC(=O)c2cc(C)n(C3CC3)c2C)c1,-4,-3,1,-3,.,-13,.,.,.
CN(C)c1ccc(CCN2CCOCC2)cc1,-1,2,3,-6,4,2,4,0,-2.3
CCOc1ccc(-c2cc(C)[n+](CCN3CCOCC3)c(-c3ccc(OCC)cc3)c2)cc1,-5,4,5,3,-6,-1,-1,6,1.4
COc1ccc(CCNC(=O)COC(=O)Cc2ccccc2)cc1,3,-13,-3,-4,3,-27,-4,-5,-1.0
COc1ccc(CCn2c(O)c(C=Nc3ccc(F)cc3)c(=O)[nH]c2=O)cc1OC,7,4,-7,5,17,2,0,0,-1.1
C/C(=N\N1CCCCC1)c1c(O)[nH]c(=O)[nH]c1=O,5,3,-3,0,-5,0,2,-3,1.3
CCn1c(P(C)(=O)O)nc2cc(NC(=O)c3ccccc3F)ccc21,-47,1,1,4,-4,-7,1,-1,-0.1
Cc1ccccc1-n1c(C)cc(/C=C2/C(=O)NC(=O)N(Cc3ccco3)C2=O)c1C,-11,-2,-5,-3,7,-9,14,1,-0.7
CC12CN3CC(C)(CN(C1)C31CCOCC1)C2=O,3,1,-6,2,4,4,0,3,1.1
CCn1cc(C(=O)c2ccccc2)c2ccccc21,8,6,-1,-1,6,9,2,-3,0.0
O=S1(=O)N(Cc2ccc(F)cc2)CCCN1Cc1ccccc1Cl,5,-3,-6,1,4,-4,0,-6,-0.6
CCCC[n+]1cc(=N)o[n-]1,4,7,-2,2,4,3,0,-2,1.8
CCc1nnc(NC(=O)CCc2nc(C3=CCN(C)CC3)no2)s1,7,5,-10,-2,-19,4,-8,-1,-1.0
O=C1N(c2nncs2)CCN1[N+](=O)[O-],-4,-2,-1,1,7,3,0,3,0.7
CCn1cc(/C=c2/sc3n(c2=O)C2c4ccccc4OC(C)(N=3)C2C(=O)OC)c(C)n1 (stereo unspecified),5,2,0,-3,-2,-7,1,6,-0.8
CCS(=O)(=O)NCc1nnc2n1-c1ccc(Cl)cc1C(c1ccccc1)=NC2,-4,-1,-1,0,-2,-2,2,0,-0.9
O=C(Nc1ccc(Cl)cc1C(=O)c1ccccc1)c1ccc(Br)o1,2,1,4,-4,1,5,3,-1,0.8
CCOP(=O)(OCC)c1cccc(O)c1,7,5,0,-1,0,4,-1,6,-1.4
CN(C)P(=O)(CCl)Nc1ccccc1 (stereo unspecified),-4,2,3,1,-4,-2,-1,-4,1.4
CC(=O)C1C2c3ccccc3OC1(C)N=c1s/c(=C/c3cn(C)nc3C)c(=O)n12 (stereo unspecified),-2,2,2,3,-7,4,-4,-2,4.5
Cc1cc(C)c(-n2c(O)c(/C=N/N3CCCCC3c3cccnc3)c(=O)[nH]c2=O)c(C)c1 (stereo unspecified),-14,-13,-2,0,1,-27,14,-1,6.4
O=C(CNC(=O)OCc1ccccc1)Nc1ccc(Br)cc1C(=O)c1ccccc1,7,7,-7,-2,1,-6,1,-7,1.5
CC[C@H]1CN2CC[C@@]3(C(=O)Nc4ccccc43)[C@@H]2C[C@@H]1/C(=C\OC)C(=O)OC,9,5,-7,1,-2,3,1,1,1.0
Clc1cccc(Cl)c1Cl,3,2,-1,0,.,-1,.,.,.
CCOc1cc2c(cc1OCC)-n1cccc1C(c1c(O)cccc1OC)NC2 (stereo unspecified),5,2,-1,2,6,-6,0,-4,1.3
CCOC(=O)N1CCN(C(C)C(=O)c2c[nH]c3ccccc23)CC1 (stereo unspecified),-1,4,-9,0,10,3,-1,-1,0.4
C/C(=N\Nc1ccccc1)c1c(O)[nH]c(=O)[nH]c1=O,-2,9,-3,-2,-7,5,-2,3,-1.0
COc1cc2c(cc1OC)C(C(=O)N1CCC3(CC1)OCCO3)C(c1ccccc1F)N(C)C2=O (stereo unspecified),5,4,0,7,2,11,-9,-5,-0.8
O=c1[nH]c(=O)n(Cc2ccco2)c(O)c1C=NC1CCN(Cc2ccccc2)CC1,1,3,1,-4,3,8,1,5,-0.7
Cc1cc(NC(=O)COC(=O)c2c(C)nn(Cc3ccccc3Cl)c2C)no1,-7,1,2,-4,3,-4,-4,10,4.5
CC(C)CCNC(=O)c1c(N)n(Cc2ccc3c(c2)OCO3)c2nc3ccccc3nc12,8,5,0,-4,40*,5,1,7,.
O=c1cccc2n1CC1CC2CN(C(c2ccccc2)c2sc3ncnn3c2O)C1 (stereo unspecified),-2,2,-1,-1,3,4,-2,0,3.7
C/C(=N\NC(=S)Nc1ccccc1)c1c(O)n(C)c(=O)n(C)c1=O,5,8,1,-4,9,-3,5,4,-2.9
CN1C(=O)N(C)C(=O)C2(Cc3cc([N+](=O)[O-])ccc3N(C)C2)C1=O,-2,-2,3,-1,6,4,2,2,-0.3

# Screening data: PubChem, several laboratories
